From PubChem
bCat KO growth: beta-catenin-lacking colon tumor cell growth suppression; HCT116 beta-catenin knockout viability, CellTiter-Glo, 60 h; stronger effect = lower value; viability, % at 10 µM; 1.5% of 140,000 active; AID 818;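 active = viability at or under a set limit, the compound median less 4 SD, cut at about 6% in these data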;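 note: 0% = Hyamine 1622 control at 20 µM and 100% = untreated cell control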
MRP-1 activ: activators of MRP-1. H69AR cells + doxorubicin, viability rescue, CellTiter-Glo. viability increase, % at 10 µM. 0.61% of 140,000 active. AID 799;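 active = viability gain under doxorubicin at or above a set limit, the compound median plus 3 SD, cut at about 4.7% in these data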;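 note: MRP-1 overexpressing cells given doxorubicin 25 µM after compound pretreatment; 18-22 h compound pretreatment then 72 h with doxorubicin before readout; 0% = doxorubicin-only wells and 100% = vehicle-treated cells without doxorubicin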
NPY-Y2 antag: blocks the human neuropeptide Y Y2 receptor | NPY-Y2 expressing cells, antagonist mode | inhibition, % at 2.7 µM | P49146 | 0.99% of 140,000 active; in the data active = inhibition above about 17%;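 note: 0% = vehicle with agonist challenge and 100% = reference antagonist with challenge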
Target sequence (P49146 whole entry, looked up): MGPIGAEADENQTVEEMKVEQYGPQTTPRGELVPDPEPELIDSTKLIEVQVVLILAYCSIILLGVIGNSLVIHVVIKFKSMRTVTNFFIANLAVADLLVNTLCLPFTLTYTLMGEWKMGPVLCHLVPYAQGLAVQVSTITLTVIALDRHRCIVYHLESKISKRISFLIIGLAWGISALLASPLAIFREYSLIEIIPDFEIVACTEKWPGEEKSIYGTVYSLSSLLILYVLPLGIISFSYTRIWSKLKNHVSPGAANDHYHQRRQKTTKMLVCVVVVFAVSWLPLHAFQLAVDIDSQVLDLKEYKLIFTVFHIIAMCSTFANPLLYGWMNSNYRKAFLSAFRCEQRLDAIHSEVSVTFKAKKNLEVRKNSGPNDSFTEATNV
BB579 growth dn: chemicals that inhibit yeast BB579 growth in restrictive medium (lifespan-shortening candidates) | 0.51% of 140,000 active | S. cerevisiae BB579 growth, OD615, 48 h | AID 804 | inhibition, % at 10 µM;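 active = inhibition above a set limit, 3 SD over the mean compound inhibition, cut at about 44% in these data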; note: inactives centre near -24
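Test system: S. cerevisiae DeaD strain BB579 yeast; Medium: restrictive CSMM-D medium; Compound: one dose, 10 µM compound with 0.25% DMSO; Incubation: 4 h cell preincubation, 48 h compound exposure, 30 °C humidified; Signal: OD at 615 nm; Benchmarks: amphotericin B at 10 µg/mL as positive control.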
GALR2 blocker: antagonists of human galanin receptor 2 (GALR2). O43603. GALR2-expressing cells, antagonist mode. inhibition, % at 4 µM. 0.39% of 140,000 active; in the data active = inhibition above about 27%;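 note: cells stimulated with galanin 1-16 at roughly its EC80; 0% = agonist challenge control and 100% = basal control without agonist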
Target sequence (O43603 whole entry, looked up): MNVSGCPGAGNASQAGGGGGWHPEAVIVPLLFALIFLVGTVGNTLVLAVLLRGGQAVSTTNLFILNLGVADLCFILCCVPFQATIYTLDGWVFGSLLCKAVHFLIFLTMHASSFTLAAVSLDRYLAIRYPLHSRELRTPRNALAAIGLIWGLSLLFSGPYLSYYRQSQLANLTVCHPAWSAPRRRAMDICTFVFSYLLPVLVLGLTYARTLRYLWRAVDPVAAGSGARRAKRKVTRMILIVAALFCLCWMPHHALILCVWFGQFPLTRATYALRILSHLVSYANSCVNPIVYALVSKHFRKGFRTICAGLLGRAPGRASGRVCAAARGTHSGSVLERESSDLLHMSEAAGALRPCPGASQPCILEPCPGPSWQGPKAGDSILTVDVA
Measles CPE: protection of cells from measles virus | Measles virus-infected cells, CPE protection, absorbance | protection (pct of control), % at 4 µM | 1.5% of 140,000 active; in the data active = protection mostly above about 24%, no sharp cut-off; inactive = mostly below about 26%; note: some compounds called inactive have numbers as strong as hits
HCT116 PTEN-null: growth suppressors of cells with PTEN tumor suppressor deletion | HCT116 PTEN-null viability, CellTiter-Glo, 60 h; stronger effect = lower value | viability, % at 10 µM | 1.2% of 140,000 active | AID 827;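 active = viability at or below a set limit, 4 SD under the median of all tested compounds, cut at about 3.7% in these data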;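 note: PTEN knockout HCT116 line with beta catenin targeted HCT116 as companion control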
E-sel TNF inh: TNF alpha driven E-selectin expression inhibition. 0.71% of 120,000 active. inhibition, % at 2 µM. HUVEC TNFa-induced E-selectin immunofluorescence, high content. AID 1246;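 active = inhibition above the batch mean plus 3 SD, and confirmed as a hit on visual image review, cut at about 43% in these data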;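 note: 0% = TNF-stimulated DMSO wells and 100% = unstimulated control wells; not every result past the cut was called active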
Yeast life ext: yeast lifespan extension. S. cerevisiae growth with nicotinamide, OD615; deaD strain in restrictive glucose medium. inhibition of the nicotinamide effect, % at 10 µM. 0.68% of 130,000 active. AID 775;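 active = inhibition above a set limit, placed 3 SD over the median of all compounds, cut at about 26% in these data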;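 note: 0% = nicotinamide-treated wells and 100% = cells grown without nicotinamide; some compounds called inactive have numbers as strong as hits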
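Assay system: engineered S. cerevisiae DeaD replicative-lifespan strain, galactose-grown log-phase cells; Buffer or medium: CSMM-D glucose medium, restrictive; Probe or stimulus: nicotinamide 1.5 mM; Compound: single dose 10 µM compound, 0.25% DMSO; Schedule: 4 h preincubation then 48 h treatment at 30 °C; Technique: OD615 measurement.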
Phagocyt inh: macrophage phagocytosis inhibition; 0.07% of 110,000 active; J774A.1 macrophage IgG-bead phagocytosis, imaging; inhibition, % at 5 µM;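 active = inhibition above the mean of the plate negative controls plus 5 SD, cut at about 13% in these data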;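 note: phagocytic index as fraction of beads internalized from green versus red external bead signal; plate controls were DMSO negative control for no effect and cytochalasin-D positive control for full effect; some results beyond the cut were filed as inactive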
* hit, by the source's call; · = not tested or not shown; & = joins results of further samples.

Molecule | bCat KO growth | MRP-1 activ | NPY-Y2 antag | BB579 growth dn | GALR2 blocker | Measles CPE | HCT116 PTEN-null | E-sel TNF inh | Yeast life ext | Phagocyt inh
O=C1c2ccccc2C(=O)N1Cc1cc(-c2ccccc2)no1 | 101 | -0.8 | 3 | 7 | 4 | 37 | 103 | -13 | -21 | 0
Cc1ccc(NC(=O)c2oc(=O)c3ccccc3c2-c2ccccc2)c(C)c1 | 39 | -1.5 | 7 | -19 | 2 | 4 | 35 | 34 | -7 | ·
S=c1[nH]nc(-c2ccncc2)n1/N=C/c1cccc2ccccc12 | 89 | -0.9 | -1 | -10 | 0 | 29* | 95 | 22 | 1 | -5
COc1cccc(NC(=O)C2CCCN2C(=O)OCc2ccccc2)c1 (stereo not given) | 88 | -1.1 | 1 | -1 | 6 | 9 | 85 | -41 | -7 | -1
CN(C)c1ccc(NC(=S)NC(=O)/C=C/c2ccc(Cl)cc2)cc1 | 85 | -0.5 | 3 | -89 | -8 | 4 | 104 | 87* | -17 | 0
COc1ccc(C(=O)NN=C(Cc2ccccc2)Cc2ccccc2)cc1OC | 80 | -0.4 | 1 | 6 | 11 | 7 | 79 | · | -5 | -6
COc1cccc(NC(=O)N(C2CCCCC2)C(C)c2cccs2)c1 (stereo not given) | 88 | -3.9 | -1 | -54 | 5 | 4 | 76 | 0 | -9 | ·
Cc1c(N=C2NC(=O)/C(=C/c3cccc([N+](=O)[O-])c3)S2)c(=O)n(-c2ccccc2)n1C | 77 | -2.3 | 4 | -34 | 6 | 4 | 78 | · | -3 | 0

Next section.
Molecule | bCat KO growth | MRP-1 activ | NPY-Y2 antag | BB579 growth dn | GALR2 blocker | Measles CPE | HCT116 PTEN-null | E-sel TNF inh | Yeast life ext | Phagocyt inh
CCCc1nc(Nc2nc3ccccc3o2)nc(C)c1C(=O)OCC | 92 | -1.6 | 2 | -58 | -7 | 6 | 83 | -6 | -4 | -2
O=C(CN1C(=O)CSCC1=O)NCc1ccc(F)cc1 | 95 | 1.2 | 0 | -14 | -1 | 16 | 98 | · | 3 | -13
CCOC(=O)Nc1ccc(=O)n(Cc2c(Cl)cccc2Cl)c1 | 90 | -0.9 | 2 | 34 | 3 | 13 | 92 | 26 | -5 | ·
N/C(Cc1ccc([N+](=O)[O-])cc1)=N\OC(=O)c1ccc2ccccc2c1 | 76 | -1.7 | 6 | -57 | -2 | 1 | 78 | 20 | -10 | 1
Cc1cccc(N2CN=c3s/c(=C\c4ccncc4)c(=O)n3C2)c1 | 65 | -4.5 | 1 | -12 | 19 | 15 | 50 | 2 | 0 | -2
COc1ccccc1NC(=O)CC1Nc2ccccc2NC1=O (stereo not given) | 94 | -4.6 | 2 | -63 | 10 | 4 | 85 | 8 | -4 | 3
CC1Oc2ccccc2N(CC(=O)Nc2ccc3c(c2)OCO3)C1=O (stereo not given) | 101 | 0.2 | -1 | -71 | 8 | 9 | 102 | -3 | -7 | ·
COc1ccc(CCNC(=O)COC(=O)Cc2cccc3ccccc23)cc1 | 92 | -0.9 | 8 | -15 | -5 | 12 | 100 | 1 | -5 | 1

Shown field by field: two of the compounds above
> CCCc1nc(Nc2nc3ccccc3o2)nc(C)c1C(=O)OCC
  bCat KO growth = 92; MRP-1 activ = -1.6; NPY-Y2 antag = 2; BB579 growth dn = -58; GALR2 blocker = -7; Measles CPE = 6; HCT116 PTEN-null = 83; E-sel TNF inh = -6; Yeast life ext = -4; Phagocyt inh = -2

> O=C(CN1C(=O)CSCC1=O)NCc1ccc(F)cc1
  bCat KO growth = 95; MRP-1 activ = 1.2; NPY-Y2 antag = 0; BB579 growth dn = -14; GALR2 blocker = -1; Measles CPE = 16; HCT116 PTEN-null = 98; E-sel TNF inh = ·; Yeast life ext = 3; Phagocyt inh = -13

Continuation.
Molecule | bCat KO growth | MRP-1 activ | NPY-Y2 antag | BB579 growth dn | GALR2 blocker | Measles CPE | HCT116 PTEN-null | E-sel TNF inh | Yeast life ext | Phagocyt inh
CCOC(=O)CSCc1c(C#N)c2ccccc2n1C | 107 | 0.0 | 5 | -33 | -9 | 8 | 104 | 11 | -4 | 0
O=C1C2C(c3ccccc3)C=CC(c3ccccc3)C2C(=O)N1c1cccnc1 (stereo not given) | 98 | 1.5 | 2 | -22 | -1 | 6 | 92 | · | -3 | -8
CCn1c(COc2cccc(OC)c2)nnc1SCC(=O)Nc1cc(OC)ccc1OC | 91 | -1.1 | 0 | -32 | -3 | 16 | 91 | · | -10 | -3
Cc1cccc(C(C)(C)C)c1OCCn1ccnc1 | 91 | -2.0 | 5 | -8 | -10 | 26* | 84 | -1 | 7 | -1
C=CCn1c(=NC(=O)c2ccco2)sc2cc(C(=O)OCC)ccc21 | 53 | -5.6 | 5 | -9 | -8 | 5 | 30 | · | -3 | -13
COc1ccc(-c2nn[nH]n2)cc1OC | 103 | -1.3 | 1 | -24 | -5 | 8 | 98 | 7 | -28 | -2
Cc1ccc(C2C(C(=O)c3sc(C)nc3C)=C(O)C(=O)N2CCN2CCOCC2)o1 (stereo not given) | 94 | -0.3 | 2 | -1 | 0 | 7 | 87 | -3 | -18 | -4
CCN(CC)S(=O)(=O)c1ccc2c(c1)nc(SCC(=O)NC1CC1)n2-c1ccccc1OC | 89 | -2.1 | 2 | -49 | -5 | 3 | 82 | -5 | -15 | ·

The list continues:
Molecule | bCat KO growth | MRP-1 activ | NPY-Y2 antag | BB579 growth dn | GALR2 blocker | Measles CPE | HCT116 PTEN-null | E-sel TNF inh | Yeast life ext | Phagocyt inh
CCOc1ccc(-c2nnc(NC3=NCCCCC3)o2)cc1 | 94 | 2.6 | 2 | -39 | 0 | 4 | 106&114 | -5 | -17 | 0
Cc1cccc([N+](=O)[O-])c1NC(=O)CN(Cc1ccccc1)Cc1ccccc1 | 73 | -0.3 | 10 | -25 | 7 | 24 | 71 | · | 2 | -3
CC(C)(C)c1ccc(/C=C/C(=O)N2CCOCC2)cc1 | 84 | 3.1 | 1 | -25 | 12 | 6 | 93 | · | 0 | -2
COc1ccc(OC)c(Nc2nc(N)nc(CSc3nnc(-c4ccncc4)o3)n2)c1 | 98 | 0.8 | -3 | -34 | -4 | 14 | 100 | -23 | -2 | 0
CCc1ccc(OCC(=O)NC(=S)Nc2ccc(C)cc2C)c(Br)c1 | 98 | -2.6 | 3 | -28 | 1 | 30 | 96 | -17 | -16 | ·
CCCCNS(=O)(=O)c1ccc(OCC(=O)OC)cc1 | 95 | 2.1 | -1 | -3 | -1 | 7 | 109 | · | 1 | -2
COC(=O)CC(=O)Cc1nc(N)nc(Nc2ccc(C)c(C)c2)n1 | 92 | -0.7 | 0 | -47 | 11 | 6 | 96 | -53 | 2 | ·
COc1ccccc1-c1nc2ccccc2c(=O)n1NC(=O)c1cccs1 | 97 | 0.8 | 3 | -46 | 0 | 3 | 97 | -15 | 1 | 1

The closing 2 entries of the section before open the next one:
SMILES	bCat KO growth	MRP-1 activ	NPY-Y2 antag	BB579 growth dn	GALR2 blocker	Measles CPE	HCT116 PTEN-null	E-sel TNF inh	Yeast life ext	Phagocyt inh
COC(=O)CC(=O)Cc1nc(N)nc(Nc2ccc(C)c(C)c2)n1	92	-0.7	0	-47	11	6	96	-53	2	·
COc1ccccc1-c1nc2ccccc2c(=O)n1NC(=O)c1cccs1	97	0.8	3	-46	0	3	97	-15	1	1
CCOc1ccc(NC(=O)Nc2ccc(N(C)C(C)=O)cc2)cc1	80	-1.0	0	-17	-9	4	94	3	-4	-3
CCOC(=O)c1c(-c2ccccc2)[nH]c2ccc(O)cc12	107	-3.0	1	-50	18	2	90	-11	-25	10
O=S(=O)(NCC(c1ccco1)N1CCN(c2ccccc2F)CC1)c1ccc2c(c1)OCCO2 (stereo not given)	84	-2.6	1	-14	-5	3	83	-7	-1	-2
CC(=O)c1cccc(NC(=O)c2ccc(N(Cc3ccc(C)cc3)S(C)(=O)=O)cc2)c1	65	-0.9	-6	-63	-19	10	57	9	-2	0
CCOc1ccc(-n2cnnn2)cc1S(=O)(=O)NC1CC1	84	-0.4	-1	-52	-2	8	97	-18	-7	2
O=[N+]([O-])c1ccc(NC(=S)N2CCc3ccccc3C2)cc1	79	-2.9	0	0	6	9	79	·	-6	-6
COc1ccc(CNC(=O)/C=C/c2cc([N+](=O)[O-])ccc2OC(F)F)cc1	104	-0.7	2	-36	-6	21	105	-6	-5	-1
Cn1c(/C=C/N2CCOCC2)c(C(=O)c2ccc(Br)cc2)c(=O)n(C)c1=O	104	-1.7	0	-45	4	29	99	-7	-16	0
O=C(Nc1ccc2c(c1)OCO2)c1ccc(S(=O)(=O)NCC2CCCO2)cc1 (stereo not given)	93	-0.2	2	-75	9	6	95	3	-15	1
Cc1ccc(C)n1-c1ccc(-c2nnco2)cc1	46	-4.5	2	17	-5	13	32	1	-6	-4
O=C(N/N=C/c1cccs1)c1cc(-c2ccc3ccccc3c2)n[nH]1	67	-0.1	3	-2	-3	14	60	-53	-7	1
Cc1nc2sc(C(c3ccco3)N3CC(C)OC(C)C3)c(O)n2n1 (stereo not given)	103	-0.1	-2	-56	2	5	113	14	-12	-2
CC(C)NC(=O)CN(c1cccc(Br)c1)S(C)(=O)=O	98	0.9	4	-54	3	8	107	11	0	-1
CC(C)(NC(=O)N1CCCC1)c1cccc(C(C)(C)NC(=O)N2CCCC2)c1	107	0.1	0	-26	19	5	106	8	-16	-1
c1ccc(CCn2nnnc2C(c2cccnc2)N2CCN(c3nc4ccccc4s3)CC2)cc1 (stereo not given)	26	-1.6	4	-36	4	16	25	10	5	-2

More structures
SMILES	bCat KO growth	MRP-1 activ	NPY-Y2 antag	BB579 growth dn	GALR2 blocker	Measles CPE	HCT116 PTEN-null	E-sel TNF inh	Yeast life ext	Phagocyt inh
c1ccc(-c2ccccc2OCCCN2CCCC2)cc1	74	-3.0	6	-7	2	2	70	0	1	2
O=C(CS(=O)(=O)Cc1ccccc1)Nc1ccc(S(=O)(=O)N2CCOCC2)cc1	93	-0.1	-1	4	-10	12	105	·	-3	-7
O=C(CSc1nnc(-c2cccs2)n1Cc1ccco1)Nc1ccc2c(c1)OCO2	98	3.1	3	-42	7	5	95	-24	0	-2
Cc1ccc(-c2noc(C3CCN(S(=O)(=O)c4ccc5c(c4)OCCO5)CC3)n2)o1	68	0.2	-3	-21	3	14	92&88	6	-9	-1
